# Abs 340nm: compounds absorbing at 340 nm | compound absorbance at 340 nm, fold over control | fold change at 10 µM | 65,000 tested, under 10 active;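 active = at 10 µM dose, initial 340 nm absorbance at least 2 fold that of control wells; inactive = change under 2 fold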;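 note: initial absorbance extrapolated from kinetic A340 decline of NADH oxidation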
# NADH coupling: inhibition of NAD/NADH coupling enzymes, library profiling | coupled PK/LDH NADH assays, four targets | IC50, µM (titrated, usually from 10 µM), inactives show at the highest dose inhibition | hit rate 0.02% among 65,000;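 active = single-dose screening hits from any of four coupled enzyme assays that gave an IC50 when retested across doses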;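 note: the DPM-DC format reads NADH fluorescence rather than 340 nm absorbance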
# SF-1 act: activates the human nuclear receptor SF-1; Q13285; CHO-K1 Gal4-SF-1 LBD luciferase reporter; % increase over DMSO SF-1-specific signal; activation, % at 10 µM; hit rate 1.9% among 65,000; AID 522;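 active = activation above the mean activation of all tested compounds plus 3 SD, cut at about 50% in these data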
# Target sequence (Q13285 whole entry, looked up, the tested form may be a part): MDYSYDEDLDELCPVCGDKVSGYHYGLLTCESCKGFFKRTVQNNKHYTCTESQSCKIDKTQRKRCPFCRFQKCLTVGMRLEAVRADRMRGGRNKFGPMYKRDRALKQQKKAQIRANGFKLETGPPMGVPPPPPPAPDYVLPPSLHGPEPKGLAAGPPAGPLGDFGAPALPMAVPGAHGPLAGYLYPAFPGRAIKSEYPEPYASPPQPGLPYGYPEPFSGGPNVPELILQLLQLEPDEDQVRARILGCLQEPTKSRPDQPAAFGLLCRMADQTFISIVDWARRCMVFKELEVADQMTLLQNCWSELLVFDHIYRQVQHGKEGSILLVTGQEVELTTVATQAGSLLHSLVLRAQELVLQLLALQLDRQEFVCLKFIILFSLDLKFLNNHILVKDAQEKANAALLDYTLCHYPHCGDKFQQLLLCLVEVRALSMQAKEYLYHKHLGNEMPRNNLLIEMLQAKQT
#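 Test system: CHO-K1 cells with Gal4–hSF-1 LBD chimera plus Gal4-driven luciferase; Input: 4,000 cells/well; Compound: 10 µM only; Times: 20 h compound treatment, 37 °C; Measured by: steady-glow luciferase luminescence, read after 15 min reagent incubation; Measure: percent activation versus DMSO; Control set: DMSO and mock-transfected background; Replicates: one test per compound.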
# HTR1A agonist: agonists of human 5-HT1a serotonin receptor. activation, % at 10 µM. P08908. hit rate 0.56% among 65,000. CHO 5-HT1a Ga15 NFAT-bla reporter, FRET ratio; 0% basal, 100% maximal reference agonist;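 active = activation above the screen-wide mean activation plus 3 SD, cut at about 19% in these data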;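 note: 0% = DMSO wells and 100% = 5-CT at EC100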
# Target sequence (P08908 whole entry, looked up): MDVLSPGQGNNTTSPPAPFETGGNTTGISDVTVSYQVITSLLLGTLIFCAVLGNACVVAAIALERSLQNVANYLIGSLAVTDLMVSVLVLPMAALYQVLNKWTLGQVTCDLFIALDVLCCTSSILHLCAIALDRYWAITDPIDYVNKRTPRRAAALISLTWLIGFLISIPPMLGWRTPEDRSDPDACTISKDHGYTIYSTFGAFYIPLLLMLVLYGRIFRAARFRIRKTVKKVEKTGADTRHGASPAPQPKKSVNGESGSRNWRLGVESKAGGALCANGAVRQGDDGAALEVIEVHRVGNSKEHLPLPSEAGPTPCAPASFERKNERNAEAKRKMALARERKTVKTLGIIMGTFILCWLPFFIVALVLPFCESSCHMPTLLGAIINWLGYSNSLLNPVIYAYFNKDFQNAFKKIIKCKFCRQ
# 5-HT1A blocker: antagonists of human 5-HT1a serotonin receptor; inhibition, % at 10 µM; hit rate 0.68% among 62,000; P08908; CHO 5-HT1a Ga15 NFAT-bla reporter, antagonist mode;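 active = inhibition above the mean of all tested compounds plus 3 SD, cut at about 43% in these data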;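 note: receptor stimulated by 5-CT agonist at 100 nM near EC80; beta-lactamase reporter measured by ratiometric fluorescence of a cleavable substrate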
# MMP13 inh: inhibitors of human MMP13; P45452; inhibition, % at 4 µM; hit rate 0.07% among 65,000; AID 570; MMP-13 fTHP FRET cleavage, Mca fluorescence;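 active = inhibition above the mean of compound-free control plate wells plus 3 SD, cut at about 14% in these data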;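 note: 0% = DMSO wells and 100% = wells with reference MMP-13 inhibitor after basal subtraction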
# TNAP act DEA: activates human TNAP at intermediate phosphate acceptor concentration. P05186. activation factor at 20 µM. purified TNAP, CDP-star luminescence, 100 mM DEA, 30 min; stronger effect = higher value; scale: 0 levamisole-inhibited, 1 vehicle-only enzyme. 64,000 tested, under 10 active;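 active = activation factor of at least 2 at 20 µM, relative to controls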
# Autofluor 339: intrinsic fluorescence of library compounds, ex339/em460 – biochemical, MLSMR library, data from DPM-DC assay, artefact control, profiling panel; AID 709; hit rate 5.5% among 65,000; fluorescence fold increase at 10 µM; compound autofluorescence, ex339/em460 nm, NADH buffer; stronger effect = higher value; 1 = no-compound wells, NADH background;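 active = at 10 µM, mean starting fluorescence two-fold or more over control wells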;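 note: signal is the first read of a kinetic run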
# RORA act: RORA (human) activation. activation, % at 10 µM. CHO-K1 Gal4-RORA LBD luciferase reporter, luminescence; percent increase over mock-subtracted basal signal. P35398. AID 560. hit rate 1.5% among 65,000;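 active = activation above the mean of all tested compounds plus 3 SD, cut at about 49% in these data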;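 note: 0% = DMSO-treated RORA cells and 100% = added signal equal to DMSO minus mock-transfected cells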
# Starred values were filed as active, the others as inactive; nt = not tested or not shown; [ ] = dose if it differs, or a comment.
SMILES,Abs 340nm,NADH coupling,SF-1 act,HTR1A agonist,5-HT1A blocker,MMP13 inh,TNAP act DEA,Autofluor 339,RORA act
Cc1cc(C)nc(Nc2ccc(N3CCCC3)cc2)n1,1.1,2%,11,-0.7,23,-7,0.9,1.1,20
CCOC(=O)c1snc2c(=O)[nH]cnc12,1.1,7%[fluoresces],-3,-0.1,0,-17,0.9,3.7*,-24
COc1ccc2[nH]c(=O)c(CN(Cc3cccnc3)C(=O)Nc3ccccc3)cc2c1,1.1,12%,-10,1.8,-19,-14,1,2.5*,5
CCOC(=O)N1CCC(NC(=O)CSCc2nc(-c3sccc3C)oc2C)CC1,1,8%,-15,-3.9,0,-39,1,1.8,9
Cc1ccc(-n2nnc3c(=O)n(CC(=O)NCC4CCCO4)cnc32)cc1 (configuration not stated),0.99,6%,5,-1.7,-7,-1,1,1.1,-22
COCCCn1c(SCC(=O)NC2CCCC2)nnc1-c1ccco1,1,6%,-20,-3.3,3,-4,0.9,1.1,2
CN1CC(=O)NC1=NC(=O)C12CC3CC(CC(C3)C1)C2,1,17%,3,-1.4,-4,0,0.9,0.6,-6
O=C1C2CCCN2C(c2ccc(F)cc2)N1c1cccc(Cl)c1 (configuration not stated),1.1,2%,-4,-1.7,0,4,0.9,1.1,-13
N=c1nc(SCCC(=O)O)ss1,1,5%,-19,-0.6,-4,2,1,1,-12
COc1cccc(C2CC(c3cccc(Br)c3)n3nc(N)nc3N2)c1 (configuration not stated),1.1,2%,10,-1.4,-2,-4,1,1.1,8
COc1ccc(NC(=O)[C@@H]2[C@@H]3C(=O)N(C4CCCCC4)C(=O)[C@@H]3C3c4ccccc4C=CN32)cc1 (some centres not stated),1.1,2%,19,-5.0,15,0,0.9,1.1,9
CCc1noc(C)c1C(=O)Nc1sc(C(=O)N(C)C)c(C)c1C(=O)OC,1.1,2%,7,-0.1,-1,4,1,1.1,8
Cc1cccc2sc(NC(=O)CCNS(=O)(=O)c3cccs3)nc12,1.1,3%,-5,-5.8,10,3,0.9,1.1,11
O=C(CSc1nc2[nH]ncc2c(=O)n1-c1ccccc1)c1ccc2c(c1)OCCO2,1.1,9%,29,6.3,-4,0,1,1.1,26
CCc1nnc(NC(=O)c2c(OC)cccc2OC)s1,1,6%,-1,0.7,6,-1,nt,1.1,17
Cc1cc(C)nc(SCc2nnc(SCC(=O)Nc3ccccc3C)n2Cc2ccco2)n1,1,5%,8,2.3,5,1,0.9,1,-8
O=C1CC(c2ccccc2)n2nc(NS(=O)(=O)c3ccccc3)nc2N1 (configuration not stated),1,2%,4,3.6,nt,0,1,1,-20
COCCNC(=O)Nc1ccc2c(c1)N(C)C(=O)CS2,1,6%,-10,-0.6,-4,3,1,1,5
COc1cc(-c2noc(C3CCCN(S(=O)(=O)c4cccc(Cl)c4)C3)n2)cc(OC)c1OC (configuration not stated),1,4%,20,-0.6,5,-7,1,1.1,48
Cc1ccc(SC/C(O)=C(\C#N)c2nc3ccccc3s2)cc1,1.2,16%,-12,-0.1,0,3,0.9,1,9
O=C(COC(=O)C1=COCCO1)Nc1ccc2c(c1)OCO2,0.98,6%,-10,-1.1,5,2,0.9,1.1,-23
CCOC(=O)C1=C(C)NC(=O)NC1c1ccc(N(CC)CC)cc1 (configuration not stated),1,4%,-5,0.0,-1,3,1,1,-6
COc1ccccc1NC(=O)C1=C(C)NC(SCC(=O)c2ccc(C)cc2)=C(C#N)C1c1ccco1 (configuration not stated),1,1%,-6,-1.4,nt,1,0.9,1.3,-24
COC(=O)c1c(NC(=O)CCCC(=O)O)sc(C)c1C,1.1,5%,1,-2.6,6,6,0.9,1.1,4
CCOc1ccc(Nc2cc(=O)n(C)c(=O)n2C)cc1,1,3%,-4,-2.3,9,-17,0.9,1.2,5

# The final two entries of the section above come first, to join the parts.
SMILES,Abs 340nm,NADH coupling,SF-1 act,HTR1A agonist,5-HT1A blocker,MMP13 inh,TNAP act DEA,Autofluor 339,RORA act
COC(=O)c1c(NC(=O)CCCC(=O)O)sc(C)c1C,1.1,5%,1,-2.6,6,6,0.9,1.1,4
CCOc1ccc(Nc2cc(=O)n(C)c(=O)n2C)cc1,1,3%,-4,-2.3,9,-17,0.9,1.2,5
CCOC(=O)c1cc2sccc2n1CC(=O)OC(C)C,0.98,6%,-6,-1.2,8,1,1,1.1,-12
O=C(Nc1sc2c(c1C(=O)NC1CC1)CCCCCC2)c1ccco1,1,4%,-8,3.0,0,-1,1,1.5,-13
CCOC(=O)Nc1cc(Br)c2c(c1)OCCO2,1,5%,10,-1.8,14,1,1.1,1,5
COC(=O)c1ccccc1NC(=O)N1CCN(C/C=C/c2ccccc2)CC1,1,11%,5,-2.9,9,1,0.9,1.3,8
CS(=O)(=O)N1CCC(C(=O)Nc2ccc(Cl)c(C(F)(F)F)c2)CC1,1,5%,12,-3.6,-3,2,1,1.1,-25
CCN(C(=O)CSc1nncs1)c1c(N)n(Cc2ccccc2)c(=O)[nH]c1=O,1,7%,6,-0.7,0,1,1,1.1,-7
Nc1nc(N2CCCCC2)nc2ccccc12,1.1,9%[fluoresces],6,-3.8,9,-22,0.9,3.9*,16
CC(NC(=O)C1CC1)C(c1cccs1)N1CCN(c2ccccc2)CC1 (configuration not stated),1,2%,5,-1.6,22,7,0.9,1,7
COC(=O)c1cc2sc(Cl)cc2n1CC(=O)Nc1ccc(OC)c(OC)c1OC,0.98,7%,-4,-2.4,39,0,1,1.3,20
CCCc1nc(N2CCN(C)CC2)c2sc(=S)n(-c3ccccc3)c2n1,1.1,0%,7,-1.2,-8,-3,0.9,1,11
CCOC(=O)c1c(C)n(C(=O)c2ccco2)c(=O)n1C(=O)c1ccco1,1,6%,-8,0.0,-4,3,0.9,1.1,-19
O=C(COc1cccc2ccccc12)N1CCN(c2ccccc2)CC1,1,6%,nt,nt,nt,nt,0.9,1,nt
Cc1c([C@H]2[C@@H](CC#N)C2(C)C)c2ccccc2n1C,1,3%,2,-1.8,nt,-4,1,1.1,-28
CCCC(=O)N1c2ccccc2[C@@H](N(C(C)=O)c2ccccc2)C[C@H]1C,1,5%,6,0.3,0,1,0.9,1,3
Cc1cccc(OCC(=O)N2CCC(N3CCCCCC3)CC2)c1,1,4%,9,-1.3,nt,1,0.9,1,-5
COC(=O)c1ccc(CSCC(=O)Nc2cc(OC)cc(OC)c2)o1,1,5%,-6,-0.3,0,-3,1,1,-1
Cc1noc(C)c1S(=O)(=O)N(CC(=O)N1CCCC1)c1ccc(C(C)C)cc1,1.1,3%,9,3.1,7,3,1,1.1,3
CCOC(=O)c1cncc(NC(=O)c2ccccc2)c1,1,20%,-12,1.2,-12,3,1,0.61,5
O=C(NCN1CCCCC1)c1cccnc1,0.96,4%,-1,-0.6,2,3,0.8,1,-2
Cc1ccc(-n2cc(C(C)(C)C)[nH]c2=S)cc1,0.99,5%,18,-0.5,-12,-6,0.9,1.1,34
CCc1ccc2oc(-c3cc(N=Cc4cccc(OC)c4O)ccc3O)nc2c1,1.1,8%,-51,-0.2,19,10,0.9,1.1,-51
OC(CNC1CCCCC1)CN1CCN(CC(O)CNC2CCCCC2)CC1 (configuration not stated),1,1%,-11,-3.5,0,2,0.9,1.1,-13
c1cncc(-c2nc(Oc3ccc(-c4nnco4)cc3)c3c4c(sc3n2)CCCC4)c1,1,6%[fluoresces],-3,-0.7,-1,-3,0.9,2.1*,0
Cc1cc2nc(NC3=NCN(Cc4cccnc4)CN3)nc(C)c2cc1C,1,5%,-2,-3.9,-10,-9,1,1.1,-3
CCCCn1c(CN2C(=O)c3ccccc3C2=O)nc2ccccc2c1=O,1.1,6%,4,0.8,-2,0,0.9,1,-11

# 15 entries out of the list, ordered by heavy-atom count, lowest first.
SMILES,Abs 340nm,NADH coupling,SF-1 act,HTR1A agonist,5-HT1A blocker,MMP13 inh,TNAP act DEA,Autofluor 339,RORA act
N=c1nc(SCCC(=O)O)ss1,1,5%,-19,-0.6,-4,2,1,1,-12
CCOC(=O)c1snc2c(=O)[nH]cnc12,1.1,7%[fluoresces],-3,-0.1,0,-17,0.9,3.7*,-24
Cc1ccc(-n2cc(C(C)(C)C)[nH]c2=S)cc1,0.99,5%,18,-0.5,-12,-6,0.9,1.1,34
Cc1c([C@H]2[C@@H](CC#N)C2(C)C)c2ccccc2n1C,1,3%,2,-1.8,nt,-4,1,1.1,-28
CCOC(=O)c1cncc(NC(=O)c2ccccc2)c1,1,20%,-12,1.2,-12,3,1,0.61,5
O=C1C2CCCN2C(c2ccc(F)cc2)N1c1cccc(Cl)c1 (configuration not stated),1.1,2%,-4,-1.7,0,4,0.9,1.1,-13
CS(=O)(=O)N1CCC(C(=O)Nc2ccc(Cl)c(C(F)(F)F)c2)CC1,1,5%,12,-3.6,-3,2,1,1.1,-25
O=C(Nc1sc2c(c1C(=O)NC1CC1)CCCCCC2)c1ccco1,1,4%,-8,3.0,0,-1,1,1.5,-13
O=C(COc1cccc2ccccc12)N1CCN(c2ccccc2)CC1,1,6%,nt,nt,nt,nt,0.9,1,nt
Cc1ccc(-n2nnc3c(=O)n(CC(=O)NCC4CCCO4)cnc32)cc1 (configuration not stated),0.99,6%,5,-1.7,-7,-1,1,1.1,-22
COC(=O)c1ccccc1NC(=O)N1CCN(C/C=C/c2ccccc2)CC1,1,11%,5,-2.9,9,1,0.9,1.3,8
CCc1ccc2oc(-c3cc(N=Cc4cccc(OC)c4O)ccc3O)nc2c1,1.1,8%,-51,-0.2,19,10,0.9,1.1,-51
O=C(CSc1nc2[nH]ncc2c(=O)n1-c1ccccc1)c1ccc2c(c1)OCCO2,1.1,9%,29,6.3,-4,0,1,1.1,26
COc1ccc(NC(=O)[C@@H]2[C@@H]3C(=O)N(C4CCCCC4)C(=O)[C@@H]3C3c4ccccc4C=CN32)cc1 (some centres not stated),1.1,2%,19,-5.0,15,0,0.9,1.1,9
COc1ccccc1NC(=O)C1=C(C)NC(SCC(=O)c2ccc(C)cc2)=C(C#N)C1c1ccco1 (configuration not stated),1,1%,-6,-1.4,nt,1,0.9,1.3,-24

# Later entries
SMILES,Abs 340nm,NADH coupling,SF-1 act,HTR1A agonist,5-HT1A blocker,MMP13 inh,TNAP act DEA,Autofluor 339,RORA act
O=C(NCCCN1CCN(c2ccccc2F)CC1)C1CCCN(S(=O)(=O)c2cnc[nH]2)C1 (configuration not stated),0.98,4%,7,-2.0,24,-6,0.9,1.1,-3
CCOCCCNC(=O)C(NC(=O)c1ccc(=O)[nH]c1)c1ccccc1 (configuration not stated),1.1,0%,5,1.0,-10,1,0.8,1.4,-6
Cc1cccc(NC(=O)N2CCC(c3nc4ccccc4o3)CC2)c1,0.97,12%,4,-3.8,-9,-1,0.9,1,-12
CCCCSc1nc2c(cnn2-c2ccc(C)c(C)c2)c(=O)[nH]1,1.1,1%,-18,-1.6,-18,0,0.9,1.1,-4
Cn1cc(Cl)c(-c2nc3ccccc3[nH]2)n1,1.1,4%,44,-0.4,9,0,0.9,1.1,56*
CC12CN(C(=O)c3ccco3)CC(c3ccccc3)(CN(C(=O)c3ccco3)C1)C2=O,1.1,5%,11,-1.5,-3,-2,0.9,1.1,-11

# Assay outcomes: PubChem BioAssay, several laboratories
